Source: PubChem (Sanford-Burnham Center for Chemical Genomics)
SENP8 block-1 – inhibitors of human SENP8 protease; recombinant SENP8, Nedd8 substrate fluorescence; inhibition, % at 20 µM; actives 0.64% (n = 360,000); AID 602440; in the data active = inhibition mostly above about 40%, no sharp cut-off; inactive = mostly below about 27%
Target sequence (Q96LD8 whole entry, looked up): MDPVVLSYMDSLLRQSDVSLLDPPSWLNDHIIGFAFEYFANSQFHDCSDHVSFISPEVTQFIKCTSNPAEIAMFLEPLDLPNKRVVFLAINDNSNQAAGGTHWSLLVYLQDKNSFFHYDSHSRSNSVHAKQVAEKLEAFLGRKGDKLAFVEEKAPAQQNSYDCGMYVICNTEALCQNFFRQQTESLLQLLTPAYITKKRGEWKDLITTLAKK
PfGluPho inh – PfG6PD (Plasmodium falciparum) enzyme inhibition; PfGluPho enzyme, NADPH resazurin-diaphorase fluorescence; inhibition, % at 20 µM; actives 0.78% (n = 350,000); AID 504690;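 active = inhibition reaching at least a set limit at 20 µM in the primary screen, cut at about 59% in these data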;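 note: 0% = DMSO wells with substrate and 100% = DMSO wells lacking glucose-6-phosphate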
HKDC1 inh – inhibitors of human hexokinase HKDC1. Q2TB90. recombinant HKDC1, G6PDH/diaphorase resazurin coupled fluorescence. inhibition, % at 20 µM. actives 0.16% (n = 340,000). AID 493160;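 active = inhibition above about 35% when tested at 20 µM, limit read from the data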;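 note: plate controls were DMSO wells with enzyme for no effect and DMSO wells lacking enzyme for full effect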
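Test system: recombinant HKDC1 (HK5) hexokinase enzyme, produced in-house / Doses: 20 µM test compound, 1% DMSO / Timing: 90 min, room temperature / Detection: G6PDH/diaphorase-coupled fluorescence, 1 mM NADP, 100 µM resazurin, 525/613 nm / Control set: DMSO wells with and without enzyme mix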
SENP8 block-2 – SENP8 protease inhibition; purified SENP8, Z-RLRGG-aminoluciferin cleavage, luminescence; inhibition, % at 10 µM; actives 1.2% (n = 330,000); AID 2540; Q96LD8; in the data active = inhibition above about 50%
SENP6 inh – inhibitors of human SENP6 protease. Recombinant SENP6 catalytic domain, aminoluciferin luminescence. inhibition, % at 10 µM. actives 1.8% (n = 330,000);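 active = inhibition above about 50% at the single tested dose, limit read from the data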;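 note: plate controls were DMSO wells with enzyme for no effect and DMSO wells lacking enzyme for full effect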
Target sequence (Q9GZR1 628-1112 limits assumed): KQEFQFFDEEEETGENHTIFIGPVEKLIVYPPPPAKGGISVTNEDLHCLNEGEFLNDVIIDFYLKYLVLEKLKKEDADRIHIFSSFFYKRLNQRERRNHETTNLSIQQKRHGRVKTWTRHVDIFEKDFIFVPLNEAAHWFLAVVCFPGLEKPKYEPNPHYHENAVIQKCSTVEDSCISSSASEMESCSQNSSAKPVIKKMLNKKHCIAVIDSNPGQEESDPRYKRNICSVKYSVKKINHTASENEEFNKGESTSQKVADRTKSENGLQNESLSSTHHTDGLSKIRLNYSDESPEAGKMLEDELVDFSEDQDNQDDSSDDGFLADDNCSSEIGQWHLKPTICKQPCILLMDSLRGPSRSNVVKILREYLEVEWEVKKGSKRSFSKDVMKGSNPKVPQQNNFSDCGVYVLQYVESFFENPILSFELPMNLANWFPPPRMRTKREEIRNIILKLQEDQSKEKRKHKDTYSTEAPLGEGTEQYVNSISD
NALP3 yeast inh – blocks the NALP3 inflammasome reconstituted in yeast; Yeast reconstituted NLRP3/ASC/caspase-1, beta-gal luminescence, 24 h; inhibition, % at 10 µM; actives 0.39% (n = 330,000); AID 2825;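 active = inhibition of 50% or more; inactive = inhibition below 50%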;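 note: plate controls were induced DMSO wells for no effect and uninduced yeast grown without galactose for full effect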
Apaf1 inhib – blocks human Apaf-1 apoptosome activity | O14727 | reconstituted apoptosome caspase-3 activity, DEVD-Rh110 fluorescence | inhibition, % at 20 µM | actives 0.71% (n = 330,000) | AID 489030; active = inhibition of at least 40% at 20 µM;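 note: plate controls were DMSO wells for no effect and DEVD-CHO caspase inhibitor wells for full effect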
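Material: reconstituted apoptosome with Apaf-1, cytochrome c, caspase-9, procaspase-3, dATP / Buffer or medium: pH 7.5 Hepes buffer with CHAPS, BSA, DTT / Also added: cytochrome c with DEVD-Rh110 / Schedule: compound with Apaf-1, dATP, procaspase-3 30 min, then 50 min reaction, room temperature / Technique: rhodamine 110 fluorescence at Ex 480/Em 540 nm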
SENP7 inh – SENP7 protease inhibition; Q9BQF6; recombinant SENP7, Z-RLRGG-aminoluciferin luminescence, 40 min; inhibition, % at 5 µM; actives 1.5% (n = 330,000);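 active = inhibition above about 50% at the single test dose, limit read from the data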;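 note: plate controls were DMSO with enzyme for no effect and no enzyme buffer wells for full effect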
Target sequence (Q9BQF6 706-1050 limits assumed): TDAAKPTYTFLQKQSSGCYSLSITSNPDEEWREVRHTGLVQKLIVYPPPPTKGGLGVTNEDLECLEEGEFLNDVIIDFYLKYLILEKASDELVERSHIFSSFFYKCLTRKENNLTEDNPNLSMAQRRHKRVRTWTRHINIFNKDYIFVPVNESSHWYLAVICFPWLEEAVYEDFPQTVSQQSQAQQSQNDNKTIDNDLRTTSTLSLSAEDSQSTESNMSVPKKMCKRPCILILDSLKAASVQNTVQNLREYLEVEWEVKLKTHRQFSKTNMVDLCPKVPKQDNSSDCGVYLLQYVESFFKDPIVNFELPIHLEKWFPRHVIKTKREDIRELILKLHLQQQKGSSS
SENP1 inh – SENP1 (human) catalytic domain inhibition; inhibition, % at 10 µM; AID 624204; recombinant SENP1 catalytic domain, CyPet-SUMO1-YPet FRET cleavage; Q9P0U3; actives 0.21% (n = 360,000);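 active = inhibition at least 30% at 10 µM, raw YFP signal under a set limit, fluorescence ratio 0.5 to 1.5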;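 note: 0% = enzyme with DMSO and 100% = no enzyme wells; some results filed as inactive read as strong as hits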
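Test system: hSENP1 catalytic domain, recombinant; Amount: 20 pM final SENP1 enzyme; Medium: Tris pH 8 buffer plus EDTA, NaCl, BME, BSA, NP40, catalase; Schedule: 50 min enzyme reaction, room temperature, light-protected; Technique: FRET fluorescence in CFP and YFP emission channels; Controls: no-enzyme wells low, DMSO-plus-enzyme wells high control.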
Numbers without * were called inactive; / = no result given.

Sample of the layout, 4 compounds:
SMILES | SENP8 block-1 | PfGluPho inh | HKDC1 inh | SENP8 block-2 | SENP6 inh | NALP3 yeast inh | Apaf1 inhib | SENP7 inh | SENP1 inh
CC(=O)Nc1ccc(Sc2ncnc3scc(-c4ccccc4)c23)cc1 | 6.6 | 6.3 | -2.6 | 11.6 | 7.2 | 31.7 | 2.4 | -2.9 | -5.8
Cc1sc2ncnc(NCCc3ccc(S(N)(=O)=O)cc3)c2c1C | 3.9 | -14.2 | -2.5 | -5.5 | -8.5 | -6.8 | 12.9 | -8.7 | -1.0
CCNC(=S)N1CCN(S(=O)(=O)c2ccc(C)cc2)CC1 | 2.3 | -18.6 | 2.7 | -5.3 | 15.3 | -5.1 | -7.5 | -4.5 | 2.2
CS(=O)(=O)N(CC(=O)N1CCN(c2ccccc2)CC1)c1cccc(Br)c1 | 11.6 | -3.5 | -5.4 | 0.2 | -6.4 | 0.9 | 7.8 | 13.3 | 1.5

Main list (from the top)
SMILES | SENP8 block-1 | PfGluPho inh | HKDC1 inh | SENP8 block-2 | SENP6 inh | NALP3 yeast inh | Apaf1 inhib | SENP7 inh | SENP1 inh
CC(=O)Nc1ccc(Sc2ncnc3scc(-c4ccccc4)c23)cc1 | 6.6 | 6.3 | -2.6 | 11.6 | 7.2 | 31.7 | 2.4 | -2.9 | -5.8
Cc1sc2ncnc(NCCc3ccc(S(N)(=O)=O)cc3)c2c1C | 3.9 | -14.2 | -2.5 | -5.5 | -8.5 | -6.8 | 12.9 | -8.7 | -1.0
CCNC(=S)N1CCN(S(=O)(=O)c2ccc(C)cc2)CC1 | 2.3 | -18.6 | 2.7 | -5.3 | 15.3 | -5.1 | -7.5 | -4.5 | 2.2
CS(=O)(=O)N(CC(=O)N1CCN(c2ccccc2)CC1)c1cccc(Br)c1 | 11.6 | -3.5 | -5.4 | 0.2 | -6.4 | 0.9 | 7.8 | 13.3 | 1.5
Cc1ccc(S(=O)(=O)N2CCCCC2)cc1NC(=O)c1cc2ccccc2o1 | 15.3 | -4.7 | 8.9 | -8.3 | -5.4 | -18.2 | 8.9 | 2.3 | -0.7
CC1CCCN(S(=O)(=O)c2ccc3c(c2)CCN3C(=O)C2CCC2)C1 (stereo not given) | 7.5 | 1.8 | -2.3 | -2.7 | -17.6 | 11.2 | 1.0 | 1.5 | 0.9
O=C(CCl)Nc1cc(S(=O)(=O)N2CCOCC2)ccc1N1CCOCC1 | -0.7 | -12.8 | -4.9 | -6.5 | 1.7 | 12.7 | 4.7 | -1.6 | -42.8
NNC(=S)NCCc1ccccc1 | -13.7 | 5.3 | -22.9 | -6.7 | -1.4 | -6.8 | -1.4 | 10.1 | 0.8
CC(C)c1ccc(CN2CCN(C(=O)CCl)CC2)cc1 | 8.6 | -19.3 | -1.9 | / | / | / | / | / | 1.3
O=C(CCCOc1ccccc1)N1CCN(S(=O)(=O)c2ccccc2)CC1 | 0.2 | 10.7 | -3.3 | 7.0 | 4.1 | 15.9 | 2.8 | 1.0 | 2.8
COc1ccc(CNCc2ccncc2)c(OC)c1 | 28.1 | 8.3 | 1.9 | -13.0 | -44.6 | 18.2 | 10.6 | -14.4 | 2.2
CC1(C)Cc2nc3sc4c(SCC(=O)O)ncnc4c3cc2CO1 | -9.9 | 1.3 | 2.4 | -2.6 | -25.0 | 14.1 | 2.0 | 1.0 | 1.7
COc1ccc(/C(C)=N/NC(=O)CNC(=O)c2ccncc2)cc1 | 0.2 | -0.4 | -4.0 | 1.6 | -12.1 | 8.8 | -0.8 | -0.2 | -1.5
CCOC(=O)N1CCN(C(=O)COc2ccc(Cl)c(C)c2)CC1 | 22.5 | -10.8 | 4.7 | 2.1 | -17.7 | 16.0 | -3.2 | -2.9 | 0.8
CC(=O)NC1C2CN3CCN(C2)CC1(Cc1ccccc1)C3 (stereo not given) | 8.2 | 0.3 | -4.8 | 7.8 | -1.7 | 7.2 | -16.3 | 10.8 | 3.2
CC(=O)Nc1ccc(NCC(O)COc2ccccc2)cc1 (stereo not given) | 21.9 | -7.7 | 0.1 | -2.0 | -7.8 | 10.3 | -0.2 | 11.4 | -0.5
CCOc1ccc(CNS(=O)(=O)c2cc(CN3C(=O)c4cccnc4C3=O)ccc2OC)cc1 | 2.3 | -8.4 | -3.4 | -6.5 | 6.0 | 10.1 | 3.6 | 5.0 | 0.8
CCCc1nn2c(=O)cc(CSCC(=O)Nc3cccc(OC)c3)nc2s1 | 11.5 | -5.3 | -4.3 | -10.3 | -12.8 | 19.3 | 1.3 | -9.7 | -1.3
CCC(=O)Nc1nnc(S(=O)(=O)N(CC(C)C)c2ccccc2)s1 | 9.7 | -17.4 | -3.3 | 2.2 | -27.1 | -26.3 | 7.8 | 5.5 | 0.9
COc1ccc(-c2ccc(SCC(=O)Nc3nnc(C)s3)nn2)cc1 | 7.2 | 24.3 | -6.8 | -5.3 | -5.8 | 12.2 | -4.3 | 3.6 | -0.6
O=C(N/C(=C/C=C\c1ccccc1)C(=O)N1CCOCC1)c1ccc(Br)cc1 | 1.3 | 0.5 | 3.7 | -9.9 | 13.7 | -2.8 | 12.5 | -10.3 | 0.9
CCOC(=O)c1c(C)[nH]c(C(=O)COC(=O)CCSc2ccccc2)c1C | 6.3 | 6.5 | 9.6 | -11.5 | -16.0 | -15.6 | 4.3 | 0.8 | 4.0
NC(=O)c1c(NC(=O)c2ccc(F)cc2)sc2c1CCC2 | -146.9 | 46.8 | -2.3 | -4.9 | 31.1 | 30.3 | 12.5 | 11.1 | -40.3
COC(=O)CN1C(=O)C(O)(CC(=O)c2ccc(C)o2)c2ccccc21 (stereo not given) | 10.0 | -10.8 | -8.3 | 1.4 | -12.7 | 0.5 | -9.1 | -7.7 | -0.6
CCC(CC)C(=O)c1c[nH]c(C(=O)NCCOC)c1 | -2.4 | 8.7 | -9.1 | 7.8 | 17.7 | 13.0 | -0.1 | 5.9 | 0.5
CCC(CC)C(=O)Nc1nnc(SCC(=O)NC(C)(C)C)s1 | 6.7 | -6.5 | -12.7 | 1.2 | -15.3 | 10.0 | -8.0 | -6.5 | 0.8
Cc1csc(SCC(=O)Nc2nc3ccccc3s2)n1 | 3.8 | 10.4 | 0.9 | 27.6 | 43.5 | 11.7 | 7.3 | 23.2 | -1.4
CCOC(=O)c1sc(NC(=O)CSc2nnnn2-c2ccc(C)c(C)c2)nc1C | 7.8 | -16.7 | -3.7 | -6.6 | -8.9 | -1.0 | -10.2 | -4.3 | 0.3
CC(=O)NC12CC3CC(C1)CC(C(=O)OCC(=O)c1ccc4c(c1)OCCO4)(C3)C2 | 14.5 | 16.2 | -3.5 | -1.4 | 3.5 | 4.5 | 4.7 | 5.7 | -1.0
Cc1ccnc(SCc2cc(=O)c(OC(=O)c3ccc(Br)o3)co2)n1 | 15.2 | -0.4 | 0.9 | -13.0 | -19.4 | 1.2 | 0.0 | -9.5 | 0.9
O=C1CN(C(=O)COC(=O)C2=COCCO2)c2ccccc2N1 | 7.4 | -29.9 | -4.5 | 5.8 | 6.7 | 0.2 | 4.1 | -4.1 | 3.0
O=C(Nc1nnc(C2=COCCO2)o1)c1ccc(S(=O)(=O)N2CCCCC2)cc1 | 11.1 | -16.4 | 5.4 | -2.6 | -17.5 | 5.0 | -3.4 | 5.1 | 1.2
O=C(c1ccc(F)cc1)c1cn(Cc2ccc(F)cc2)c2cc3c(cc2c1=O)OCCO3 | -16.8 | 14.1 | -2.4 | -5.0 | -4.7 | 15.7 | 11.4 | -2.2 | 1.8
Cc1ccc(-c2noc(CCCOc3ccc(Cl)cc3Cl)n2)cc1 | 9.0 | -4.5 | 0.7 | -9.0 | -4.4 | 7.6 | 10.8 | 2.8 | 1.8
Cc1cc(/C=C\c2ccccc2)nc2ccccc12 | -196.7 | 51.2 | -9.3 | 22.9 | 43.5 | 22.0 | 11.1 | 38.6 | 0.1
Cc1ccccc1NC(=O)CSc1nnc(-c2ccco2)n1N | 13.0 | 43.2 | -6.1 | -8.2 | -1.9 | 2.1 | 4.4 | -6.9 | 3.4
NC(=O)N1CCc2ccccc21 | 6.1 | -14.5 | -11.2 | 1.6 | 6.4 | 8.1 | -10.5 | -0.7 | 0.3
COC(=O)c1cc(NC(=O)/C=C/c2ccccc2)ccc1O | / | / | / | -9.8 | 3.7 | 14.5 | 0.2 | -9.2 | /
CCOC(=O)c1csc(NC(=O)c2ccc(N3C(=O)CCC3=O)cc2)n1 | 3.5 | -7.0 | -5.7 | -2.8 | -18.0 | 6.4 | 1.4 | -4.7 | 0.9
Cc1ccc(C)c(NC(=O)CCN2CCC(C)CC2)c1 | 7.6 | -19.1 | -1.0 | 3.3 | -0.9 | 7.9 | 0.1 | 0.9 | -0.3
CCOC(=O)c1cnc(-c2ccccc2)nc1Oc1ccc(OC)cc1 | 1.5 | 22.7 | -5.7 | 2.2 | -16.6 | 15.9 | 8.8 | 3.6 | 1.4
COc1ccc(-c2nn(C)c(=O)c3ccccc23)cc1NC(=O)Cn1nc(-c2ccccc2)c2ccccc2c1=O | -51.1 | 1.5 | 3.0 | -5.2 | -19.1 | 7.6 | 19.7 | -10.5 | 0.8
CCN1CCCC1CNC(=O)CCc1nnc(CCC2CCCCC2)o1 (stereo not given) | 2.8 | -6.8 | -7.5 | -5.7 | -26.4 | 17.2 | 9.1 | -3.7 | -17.6
CC1CCCCC1NC(=S)Nc1ccc(Cl)cc1Cl (stereo not given) | 18.6 | 0.7 | 4.5 | -1.2 | 5.6 | 34.6 | -1.4 | 1.4 | 2.7
O=C(CSc1ccsc1[N+](=O)[O-])NCc1ccco1 | 27.7 | -6.7 | 3.5 | -0.6 | -5.0 | 16.7 | -1.4 | -4.7 | 0.7
COCCn1c(=O)[nH]c2cc(C(=O)NCCN3CCN(c4ccc(OC)cc4)CC3)ccc2c1=O | -26.0 | -4.9 | 1.3 | -2.1 | 13.8 | 7.8 | -0.9 | 6.4 | 1.3
CC1Cn2c(nnc2-c2cccs2)S1 (stereo not given) | 5.1 | -1.0 | -5.2 | 1.5 | 3.5 | 6.9 | -12.9 | 4.7 | 1.8
COc1ccccc1/C=C/C(=O)OCCN1CCOCC1 | -170.3 | -18.2 | -6.6 | -0.6 | -4.9 | 3.1 | 1.6 | 3.4 | 2.4
O=C(NC1CCN(C(=O)Nc2cccc(F)c2)CC1)C1CCCCC1 | 12.9 | -6.1 | -2.3 | -6.3 | 13.1 | 8.4 | 1.0 | 14.0 | -1.3
CN(C)CCN(C(=O)c1ccc2c(c1)OCCO2)c1nc2cc3c(cc2s1)OCO3 | -6.7 | 18.8 | -6.6 | -8.3 | -2.6 | -0.2 | 4.4 | 4.1 | 0.2
Cc1nn(-c2ccccc2)c(C)c1C(=O)OCC(=O)Nc1cccc(S(N)(=O)=O)c1 | 12.1 | -8.7 | -5.9 | -1.0 | 7.8 | 4.9 | 0.3 | 9.1 | -0.6
CCOc1ccc(C(=O)CC(=O)C(=O)NCCc2ccc(OC)c(OC)c2)cc1 | -32.3 | -29.2 | -6.5 | 2.2 | 9.5 | 31.7 | 9.1 | 1.8 | -5.6
